VEEV TC-83 Vero: inhibitors of VEEV TC-83 cytopathic effect, confirmation, Vero cells (AID 588727) | Vero cells, VEEV TC-83 cytopathic effect inhibition; higher % means a stronger effect | inhibition, % at 20 µM; hits with a dose series show IC50 in µM | hit rate 0.13% among 350,000; in the data active = a potency from the dose series; inconclusive = inhibition mostly from about 14% at the one dose, without a potency; inactive = the rest, 99 in 100 with inhibition below about 12%; also: strong numbers were not always called active
tuberculosis growth: growth inhibition of non-replicating M. tuberculosis (AID 488890); Mycobacterium tuberculosis non-replicating, growth inhibition; higher % means a stronger effect; inhibition, % at 25 µM; hits with a dose series show IC50 in µM; hit rate 0.39% among 320,000; in the data active = a potency from the dose series; inconclusive = inhibition mostly from about 82% at the one dose, without a potency; inactive = the rest, 99 in 100 with inhibition below about 76%;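 also: plate controls were DMSO cells for no effect and high antibiotic wells for full effect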
PhoP GFP inhibition: PhoP regulon inhibitors, Salmonella typhi PhoP promoter GFP reporter, confirmatory (AID 1850); hit rate 0.33% among 310,000; Salmonella Typhi PhoP-promoter GFP reporter, fluorescence, 4 h; higher % means a stronger effect; inhibition, % at 50 µM; hits with a dose series show IC50 in µM; in the data active = a potency from the dose series; inconclusive = inhibition mostly from about 25% at the one dose, without a potency; inactive = the rest, 99 in 100 with inhibition below about 19%;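 also: 0% = induced wells with vehicle and 100% = uninduced wells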
influenza NS1A: H1N1 influenza NS1A inhibitors, functional cell based assay (AID 504329); NS1A functional cell-based assay, percent inhibition; higher % means a stronger effect; one-dose inhibition, % at 12.5 µM; IC50 in µM for titrated hits; hit rate 0.3% among 340,000; in the data active = a potency from the dose series; inconclusive = inhibition above about 27% without an active follow-up result; also: strong numbers were not always called active
H37Rv inhibition: M. tuberculosis growth inhibition, HTS (AID 449762) | inhibition, % at 25 µM, or IC50 in µM where a hit was titrated | M. tuberculosis H37Rv growth inhibition, 7H9 media; higher % means a stronger effect | hit rate 0.59% among 330,000; in the data active = a potency from the dose series; inconclusive = inhibition above about 70% without an active follow-up result;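 also: bacterial growth assessed after seven days of incubation; strong numbers were not always called active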
VEEV TC-83 Vero 10K pilot screen: also measured in VEEV TC-83 Vero; calls as there; inhibition, %; measured here: 10K pilot screen inhibition
* = called active by the depositor; i = inactive; ? = inconclusive; . = no result given.

SMILES | VEEV TC-83 Vero | tuberculosis growth | PhoP GFP inhibition | influenza NS1A | H37Rv inhibition | others
O=C(CC1C(=O)NCCN1Cc1ccccc1C(F)(F)F)NCCn1cccn1 (stereo unspecified) | 2.0% | -6.5% | -7.3% | 13.6% | 2.7%
O=C(CN1CCN(c2ccccc2O)CC1)Nc1cc([N+](=O)[O-])ccc1Cl | 7.8% | 42.9% | 9.7% | -4.3% | -1.4%
CCN(CC(=O)Nc1ccc(OC)c(OC)c1)S(=O)(=O)c1ccc(C)cc1 | 1.0% | -14.7% | -3.5% | 0.8% | -4.8%
Cc1ccc(NC(=O)CN(C)C(=O)c2cc(-c3ccco3)nc3ccccc23)cc1 | 0.7% | 25.2% | 11.9% | 10.8% | 7.8%
COc1ccc(/C=C2\SC(=O)N(CC(=O)NC3C=CS(=O)(=O)C3)C2=O)cc1 (stereo unspecified) | 1.0% | 2.8% | 0.6% | 6.5% | -1.9%
Cn1c(=O)oc2cc(S(=O)(=O)Nc3ccc(Cl)cc3F)ccc21 | 0.4% | -40.8% | -6.8% | 3.6% | -17.4%
COc1ccc(N(CC(=O)NN=C2CCCCCCC2)S(=O)(=O)c2ccccc2)cc1Cl | 2.2% | -2.2% | -18.1% | 1.0% | 66.0%
CCOc1ccc2[nH]c(=O)c(CN(CCN3CCCC3)C(=S)Nc3ccccc3OC)cc2c1 | 11.4% | 42.8% | 6.8% | 9.3% | 5.6%
COC(=O)c1sc(N)c(C(=O)OC)c1COC(=O)[C@@H](NS(=O)(=O)c1cccc(Cl)c1)C(C)C | 6.2% | 18.1% | -11.1% | -9.4% | 7.8%
COc1cccc(C(=O)NCCCNC(=O)c2ccco2)c1 | 1.2% | -1.0% | 3.5% | 14.0% | -0.7%
N#Cc1ccc(C=NN2CCCCCC2)cc1 | i | . | . | 13.8% | .
O=C1c2ccccc2C(=O)N1CCc1nc2ccccc2c(=O)n1Cc1ccco1 | 7.4% | -6.6% | -7.4% | -1.1% | -0.2%
Cc1ccc(Cn2nc(C)c(NC(=O)C3CC3)c2C)cc1 | 4.7% | 46.3% | -1.5% | -4.9% | -7.1%
COc1ccc2sc(-c3ccccc3OC)c(-c3ccc(O)cc3)c2c1 | 6.5% | -10.8% | . | -4.5% | 36.1%
CCN(CC)c1ccc(/C=c2\sc3nnc(-c4ccccc4Cl)n3c2=O)cc1 | 8.7% | 5.8% | 1.3% | 4.5% | 0.8%

Of the compounds above, these contain fluorine.
SMILES | VEEV TC-83 Vero | tuberculosis growth | PhoP GFP inhibition | influenza NS1A | H37Rv inhibition | others
O=C(CC1C(=O)NCCN1Cc1ccccc1C(F)(F)F)NCCn1cccn1 (stereo unspecified) | 2.0% | -6.5% | -7.3% | 13.6% | 2.7%
Cn1c(=O)oc2cc(S(=O)(=O)Nc3ccc(Cl)cc3F)ccc21 | 0.4% | -40.8% | -6.8% | 3.6% | -17.4%

Back to the main list with the 2 entries that preceded the break.
SMILES | VEEV TC-83 Vero | tuberculosis growth | PhoP GFP inhibition | influenza NS1A | H37Rv inhibition | others
COc1ccc2sc(-c3ccccc3OC)c(-c3ccc(O)cc3)c2c1 | 6.5% | -10.8% | . | -4.5% | 36.1%
CCN(CC)c1ccc(/C=c2\sc3nnc(-c4ccccc4Cl)n3c2=O)cc1 | 8.7% | 5.8% | 1.3% | 4.5% | 0.8%
Cn1c2ccc(F)cc2c2ncn(CCCN(CCO)CCO)c(=O)c21 | 0.3% | 3.2% | 5.8% | 9.0% | 1.4% | VEEV TC-83 Vero 10K pilot screen=0.9
C(=Nc1ccc(N2CCOCC2)cc1)c1c[nH]c2ccccc12 | 2.0% | 5.3% | -6.1% | -10.1% | 0.3%
CCOc1ccccc1NC(=O)c1cc(S(=O)(=O)N2CCC3(CC2)OCCO3)ccc1F | 2.0% | 12.7% | 0.8% | -1.6% | 4.6%
O=C(Cc1cccc2ccccc12)N/N=C/c1ccc(F)cc1 | i | -0.7% | -15.3% | -8.4% | 2.2%
CCc1nc2ccccc2n1CC(=O)OCC(=O)N(CC(C)C)c1c(N)n(Cc2ccccc2)c(=O)[nH]c1=O | 2.2% | -0.8% | 5.8% | -6.4% | -7.9%
COCCn1c(SCC(=O)Nc2ccccc2F)nc2c(c1=O)SCC2 | 2.4% | 0.9% | 10.6% | -4.5% | -1.9%
COc1cc(OC)c(OC)cc1CN1CCN(C(=O)Cc2ccccc2)CC1 | i | -6.6% | -4.3% | -24.1% | -4.9%
CSc1ncccc1C(=O)Nc1cccc(S(=O)(=O)N2CCCCC2)c1 | i | 27.0% | . | -3.1% | -6.8%
O=C(NCC1CCCO1)c1cc(Br)c(Br)s1 (stereo unspecified) | 5.4% | 62.1% | -4.2% | -12.6% | -5.4%
O=C(COC(=O)C1COc2ccccc2O1)Nc1cccc(F)c1 (stereo unspecified) | 0.8% | 7.4% | . | -3.1% | 12.3%
Cc1ccsc1C1Nc2ccccc2C(=O)N1O (stereo unspecified) | 2.9% | -2.0% | -2.7% | 0.0% | -2.2%
CC(C)N(Cc1ccccc1)C(=S)Nc1ccc(F)cc1 | 1.0% | -2.7% | -2.8% | -5.4% | 4.7%
CCCN1CCN(C(=O)c2ccc(Sc3ccc(C)cc3)c(NC(C)=O)c2)CC1 | 0.2% | 5.2% | -11.6% | -2.3% | -9.2%
O=C(Nc1nc(-c2cc3ccccc3o2)cs1)c1ccc(S(=O)(=O)N2CCCC2)cc1 | 0.9% | 18.8% | -4.6% | 8.0% | 10.2%
CCOc1ccc(-c2nnn(CC(=O)NCc3ccccc3)n2)cc1 | 1.0% | -8.5% | 0.7% | 0.8% | 0.6%
Cn1c(CN2CCOCC2)nnc1SCc1ccc(C#N)cc1 | i | -6.0% | 4.1% | -7.7% | -3.9%
CCCNC(=O)N1CCN(Cc2ccco2)CC1 | i | 14.7% | -3.3% | 4.2% | -1.7%
CN(C)S(=O)(=O)c1ccc2c(c1)C(CC(=O)O)OC2=O (stereo unspecified) | 1.0% | -13.9% | -17.4% | -4.5% | . | VEEV TC-83 Vero 10K pilot screen=0.2
O=CC(Cl)P(=O)(N1CCOCC1)N1CCOCC1 (stereo unspecified) | 3.2% | -1.8% | -6.2% | 6.2% | -12.8%
O=C1C2C3C=CC(CC3)C2C(=O)N1c1ccc(Cl)cc1 (stereo unspecified) | 0.9% | -9.2% | -4.2% | -3.8% | 4.1%
COc1ccc(/C=N/NC(=O)c2cccnc2)cc1COc1ccc(NC(C)=O)cc1 | 25.4% | -20.1% | -21.7% | -2.1% | -9.4%
Cc1cc(Br)cc2c1NC(=O)C2(O)CC(=O)c1ccco1 (stereo unspecified) | 2.2% | 8.9% | -19.0% | -8.4% | 2.5%
CCN(CC)S(=O)(=O)c1cc(NC(=O)CSc2nccn2C)ccc1C | 1.7% | -2.7% | 4.6% | 5.9% | -0.9%
c1cc(CCN2CCCC2)ccn1 | 0.4% | -7.6% | 14.7% | 18.1% | -7.0%
CCC(=O)N1c2ccccc2NC2=C(C(=O)CCC2)C1c1ccco1 (stereo unspecified) | i | -9.8% | 7.8% | 5.8% | -8.7%
CCCCCC(=O)NC(=S)Nc1ccc(N2CCOCC2)cc1 | i | ? | -10.8% | -7.2% | 2.8% | VEEV TC-83 Vero 10K pilot screen=0.0
Cn1nc(C(F)(F)F)c(C(=O)Nc2ccc(Cl)cc2)c1Cl | 0.1% | -12.5% | 2.7% | 0.8% | -11.4%
CCCC[C@H](CN(N=O)[C@@H](Cc1ccccc1)CN(C)N=O)N(CCc1ccccc1)N=O | 1.2% | 67.1% | 12.0% | 4.1% | 2.4%
CCCc1nc(NCc2ccccn2)c2nnn(Cc3ccccc3F)c2n1 | 0.5% | 28.9% | -14.8% | -42.1% | -2.3%
CCOc1ccc(OCC)c(S(=O)(=O)NCCOC23CC4CC(CC(C4)C2)C3)c1 | 2.0% | 35.1% | -7.1% | -11.4% | 9.3%
COc1ccc(CNC(=O)[C@@H](C)NC(=O)C2CCN(C(=O)[C@@H](N)CCSC)CC2)cc1 | 0.2% | -4.9% | 0.8% | 0.9% | -4.4%
NC(=O)c1ccc2c(c1)S(=O)(=O)c1ccccc1C2=O | 4.6% | -6.8% | -7.2% | 18.2% | -15.0%
CS(=O)(=O)N(CC(=O)N1CCN(c2ccccc2F)CC1)c1ccc2c(c1)OCCO2 | 1.3% | -25.0% | -4.2% | -4.4% | -6.9%
CC1OC2(OC1C)C(=O)Nc1ccccc12 (stereo unspecified) | 1.9% | 3.5% | -6.8% | -2.5% | -10.4%
CCCCOC(=O)c1ccc(O)cc1 | 0.1% | 63.1% | 10.1% | -3.4% | 99.3%
COc1cc(NC(=O)c2ccc(NS(=O)(=O)c3c(C)noc3C)cc2)cc(OC)c1 | i | -4.4% | 7.5% | 16.9% | -2.0%
COc1ccc(OC)c(-n2c(-c3ccccc3)n[nH]c2=S)c1 | 2.6% | 5.4% | -3.5% | 1.5% | 7.8%
COc1ccc(F)cc1S(=O)(=O)NC1CCCC1 | i | -4.5% | -1.0% | 5.4% | 1.7%
CCOc1cc(CNCc2cccs2)cc(Br)c1OC | i | 3.3% | 13.8% | -1.8% | 2.4%
CC(C)(O)c1cn(-c2nonc2N)nn1 | 2.3% | -3.0% | 8.4% | -4.7% | -7.6%
Fc1cccc(Nc2ncnc3sc4c(c23)CCC4)c1 | 1.9% | 54.2% | 4.7% | -2.5% | 38.7%
CC(C)Sc1nc2sc3c(c2c2nnc(SCC(=O)NCc4ccco4)n12)CCCC3 | 9.3% | -3.4% | 11.3% | 5.6% | -2.3%
COc1ccc(C(=O)NCC(=O)OCC(=O)c2ccc3c(c2)OCCO3)cc1 | 2.7% | 0.7% | 0.3% | 0.1% | -10.7%
COC(=O)c1cnc(NNS(=O)(=O)c2ccc(C(F)(F)F)cc2)nc1C(F)(F)F | i | -20.8% | 5.9% | -18.6% | -1.4%
CCOC(=O)Cc1cc(-c2ccccc2)nc2ccc3ccccc3c12 | 7.8% | 32.5% | 3.0% | 5.5% | 62.2%
N/C(Cc1nc2ccccc2s1)=N\O | 1.5% | -2.7% | 0.3% | 2.5% | -8.2%
CCc1nnc(N/N=C/c2cc(Br)c(O)cc2O)n1N | 0.1% | 32.0% | -2.8% | 6.41µM* | 0.3%
COc1cccc(C2Nc3ccc4ccccc4c3C3=C2C(=O)CC(C)(C)C3)c1OCC(=O)O (stereo unspecified) | 0.2% | 9.7% | -7.2% | 17.7% | 7.0%
O=C(NCc1ccccc1CN1CCCC1)C1CCN(C(=O)c2ccc(F)cc2)CC1 | 0.3% | 31.5% | . | -3.1% | 6.0%
CCCCN1c2ccccc2N(CCCO)c2cc(C)nnc21 | 3.7% | -12.1% | -3.3% | 12.1% | -4.6%
CC1SC(C)C(=O)N(CC(=O)NCc2ccc(F)cc2)C1=O (stereo unspecified) | 0.1% | -27.9% | -0.6% | 2.0% | -0.2% | VEEV TC-83 Vero 10K pilot screen=0.9
Cn1cc(CN2CCC[C@H]2CO)c(-c2cccc(Cl)c2)n1 | 0.7% | 5.3% | 8.2% | -5.2% | 0.6%
COc1ccc(NS(=O)(=O)c2cc(NS(=O)(=O)c3cccs3)ccc2C)cc1 | 7.2% | . | . | 6.0% | .
CCOc1ccc(CN2CCNC(=O)C2CC(=O)NCCc2cnccn2)cc1 (stereo unspecified) | 3.4% | 7.7% | -1.1% | 12.2% | -1.0%
COc1cc2c(cc1OC)C(=O)Cc1ccc3c(c1CN(C)CC2)OCO3 | i | -10.6% | -2.6% | -4.0% | -8.3%
Cc1ccc(S(=O)(=O)N(C)CC(=O)Nc2ncccc2C)cc1 | i | 0.7% | -3.2% | 8.9% | -2.8%
CC(C)c1ccccc1NC(=O)Nc1ccc2c(c1)OCO2 | 6.5% | 1.5% | -4.8% | -4.2% | 1.2%
CC(C)C(=O)N1CCN(c2ccccc2N)CC1 | 8.3% | -22.7% | -8.1% | -6.2% | -2.8%
COc1ccc(NC(=O)NC2(C(=O)N3CCCCCC3)CCCCC2)cc1 | 0.4% | . | -19.4% | 9.6% | -8.8%
COc1cc(OC)cc(C(=O)NCCSC2CCCCC2)c1 | 0.6% | 7.6% | 10.8% | 4.1% | 1.7%
C[C@@H](NCCc1ccc(O)cc1)[C@@H](O)c1ccc(O)cc1 | i | -1.7% | -9.6% | 3.2% | -1.6%
N#Cc1ccc(C(=O)N(Cc2ccco2)c2c(N)n(Cc3ccccc3)c(=O)[nH]c2=O)cc1 | 2.0% | 13.4% | . | -6.9% | -1.1%
O=C(Cc1ccccc1)NN1C(=O)/C(=C/c2ccccc2C(=O)O)SC1=S | 0.2% | 14.5% | -6.1% | -8.4% | -1.6%

Assay outcomes: PubChem, Southern Research Specialized Biocontainment Screening Center
